# Source: PubChem BioAssay
# HCV core dimer – inhibitors of HCV core protein dimerization, primary screen, biochemical, TR-FRET, high-throughput | TR-FRET GST/Flag-core106 dimerization, 1536-well | inhibition, % at 5 µM | 300,000 compounds, 0.33% hits;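 active = inhibition above the mean of all tested compounds plus 3 SD, set per screening campaign, cut at about 45% in these data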
#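 assay system = GST-tagged and Flag-tagged HCV core protein residues 1-106 | controls = unlabelled core106 and no-GST-core106 wells | incubation = compound-protein-antibody incubation 4 h at 22.5 °C | probe or stimulus = Eu donor and XL665 acceptor anti-tag antibodies | read-out = % inhibition based on acceptor/donor emission ratio | signal = TR-FRET 671 and 617 nm emission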
# procasp3 activ – activators of human procaspase-3 D3A mutant, primary screen, biochemical, absorbance, PC-3 D3A mutant, single concentration; Caspase-3 (Homo sapiens), P42574; 330,000 compounds, 0.11% hits; recombinant procaspase-3 D3A, Ac-DEVD-pNA absorbance 405 nm; activation, % at 8.5 µM; AID 463141, 2010;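 active = activation above the mean of all tested compounds plus 3 SD, cut at about 21% in these data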;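 note: 0% = DMSO alone and 100% = DMSO wells spiked with extra 5 µM PC-3 D3A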
#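 System: Procaspase-3 D3A mutant. Medium: Zinc-free 300 mM NaCl, 50 mM HEPES, 0.01% Triton X-100. Schedule: 1 h preincubation plus 2 h reaction at 25 °C. Measured by: 405 nm absorbance of p-nitroaniline, reads at 0 and 120 min. Read-out: percent activation relative to control range.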
# Fh CTSL1 inh – Fasciola hepatica cathepsin L1 inhibitors, primary screen, counter-screen for PFM18AAP inhibitor project, biochemical, QFRET, fluorogenic peptide substrate. recombinant F. hepatica cathepsin L1, Z-Leu-Arg-MCA fluorescence. inhibition, % at 5.96 µM. 300,000 compounds, 0.49% hits;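 active = inhibition above the mean of all tested compounds plus 3 SD, set per screening campaign, cut at about 17% in these data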;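 note: 0% = plate median of test compound wells and 100% = 1 µM Z-Phe-Ala-diazomethylketone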
# PP5 primary – PP5 phosphatase inhibitors, primary screen, biochemical, fluorescence; inhibition, % at 6.7 µM; AID 1987, 2009; Serine/threonine-protein phosphatase 5 (Homo sapiens), P53041; purified PP5c, OMFP substrate fluorescence; 320,000 compounds, 0.18% hits;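 active = inhibition above the campaign's mean inhibition across all tested compounds plus 3 SD, cut at about 9.5% in these data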;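 note: 0% = DMSO only and 100% = 100 µM cantharidin control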
# AHR act – AHR activators, primary screen, cell-based, luminescence, luciferase reporter, human | Aryl hydrocarbon receptor (Homo sapiens), P35869 | AHR-responsive luciferase reporter cells | activation, % at 5 µM | 320,000 compounds, 2.5% hits; in the data active = activation above about 47%;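 note: 0% = vehicle wells and 100% = reference agonist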
# Target sequence (P35869 whole entry, looked up): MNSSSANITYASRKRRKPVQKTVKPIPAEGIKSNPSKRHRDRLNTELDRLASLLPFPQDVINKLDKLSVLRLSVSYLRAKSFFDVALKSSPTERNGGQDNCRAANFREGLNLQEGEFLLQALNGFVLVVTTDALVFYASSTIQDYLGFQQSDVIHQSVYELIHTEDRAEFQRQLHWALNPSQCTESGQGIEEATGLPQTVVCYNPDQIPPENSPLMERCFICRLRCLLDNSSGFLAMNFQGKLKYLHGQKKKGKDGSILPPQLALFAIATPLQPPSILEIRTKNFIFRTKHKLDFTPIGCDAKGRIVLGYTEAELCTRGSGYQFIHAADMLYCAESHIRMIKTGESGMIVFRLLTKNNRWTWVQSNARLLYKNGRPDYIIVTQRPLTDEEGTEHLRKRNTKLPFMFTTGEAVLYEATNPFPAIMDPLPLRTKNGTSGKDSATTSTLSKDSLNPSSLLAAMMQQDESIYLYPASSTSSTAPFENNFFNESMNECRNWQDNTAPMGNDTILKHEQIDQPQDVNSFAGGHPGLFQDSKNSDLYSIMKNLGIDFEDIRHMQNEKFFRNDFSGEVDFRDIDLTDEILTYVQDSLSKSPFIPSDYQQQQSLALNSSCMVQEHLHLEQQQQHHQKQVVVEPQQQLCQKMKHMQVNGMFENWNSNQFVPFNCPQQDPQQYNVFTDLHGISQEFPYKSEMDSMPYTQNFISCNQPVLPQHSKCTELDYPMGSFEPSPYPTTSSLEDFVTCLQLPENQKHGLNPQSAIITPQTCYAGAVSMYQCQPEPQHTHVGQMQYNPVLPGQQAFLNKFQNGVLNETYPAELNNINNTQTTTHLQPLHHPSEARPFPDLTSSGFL
# procasp7 counter – procaspase-7 activators, primary screen, counter-screen for procaspase-3 activator project, biochemical, absorbance, HTS, human; activation, % at 8.5 µM; 330,000 compounds, 0.093% hits; Caspase-7 (Homo sapiens), P55210; recombinant procaspase-7, Ac-DEVD-pNA absorbance 405 nm; D23A/D198A/D206A triple mutant, cannot self-cleave; scale: DMSO 0, 5 µM enzyme 100;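 active = percent activation above the screen-wide mean plus 3 SD, cut at about 25% in these data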
#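 buffer or medium = Zinc-free HEPES/NaCl buffer, pH 7.4 | material = Procaspase-7 triple mutant (PC-7 D3A) | input = 2 µM procaspase-7 mutant as dispensed | signal = Epi-absorbance of released pNA at 405 nm, two timepoints | timing = 1 h preincubation, 2 h reaction | replicates = singlicate compound testing | evaluation = % activation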
# PP1 inh – PP1-alpha phosphatase inhibitors, primary screen, counter-screen for PP5 inhibitor project, biochemical, fluorescence, OMFP substrate, single point | inhibition, % at 6.7 µM | purified PP1alpha | 320,000 compounds, 0.9% hits | AID 2235, 2010;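 active = inhibition above the mean inhibition of all tested compounds plus 3 SD, computed separately for each screening campaign, cut at about 15% in these data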
# PAFAH2 inh – PAFAH2 enzyme inhibitors, primary screen, biochemical, fluorescence polarization, human; Platelet-activating factor acetylhydrolase 2, cytoplasmic (Homo sapiens), Q99487; recombinant PAFAH2, FP-rhodamine activity probe; inhibition, % at 3.39 µM; 340,000 compounds, 0.99% hits; AID 492956, 2010;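 active = inhibition above the mean over all tested compounds plus 3 SD, cut at about 30% in these data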;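 note: inhibitors block probe labeling of enzyme so polarization drops; 0% = enzyme with DMSO and 100% = wells lacking PAFAH2 protein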
# TPT1 inhibitor – Candida albicans TPT1 enzyme inhibitors, primary screen, biochemical, fluorescence polarization; recombinant caTPT1, FP RNA substrate dephosphorylation; inhibition, % at 5 µM; 300,000 compounds, 0.81% hits; AID 1962, 2009;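 active = inhibition above the mean of all tested compounds plus 3 SD, set per screening campaign, cut at about 24% in these data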;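 note: plate controls were DMSO alone for no effect and ferristatin control at 100 nM for full effect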
# Numbers without * were called inactive; · = no result given.
SMILES,HCV core dimer,procasp3 activ,Fh CTSL1 inh,PP5 primary,AHR act,procasp7 counter,PP1 inh,PAFAH2 inh,TPT1 inhibitor
COc1cccc(NC(=O)CN(C)C(=O)c2ccccc2-c2nc3ccccc3s2)c1,2.0,4.8,-8.5,4.9,8.1,-1.6,0.5,-1.8,2.4
Cc1cc(Nc2cccc(C)c2C)n2nc(C)nc2n1,-5.9,2.3,-0.9,-1.0,4.0,10.3,-4.0,-5.4,-0.6
CCC(=O)OC1(C(=O)CCl)[C@@H](C)C[C@H]2[C@@H]3CCC4=CC(=O)C=C[C@]4(C)[C@@]3(F)[C@@H](O)C[C@@]21C (stereo not given in full),10.8,0.1,1.2,4.2,21.1,4.6,-2.3,4.7,-0.3
O=C(CCC(=O)NC1CC1)Nc1nnc(C2CCCCC2)s1,-1.8,-6.4,1.7,0.3,0.2,8.9,0.2,-8.6,-1.8
CCC1CCCCN1CCn1c(=S)[nH]c2cc(OC)c(OC)cc2c1=O (stereo not given),2.9,6.3,0.1,-1.4,14.1,2.4,-3.8,-7.6,-1.0
COc1ccc(NC(=O)Nc2c(C)noc2-c2ccccc2)cc1,0.0,-8.8,1.0,-1.9,0.7,-5.8,-3.8,-0.3,41.7*
O=c1cc(NS(=O)(=O)c2ccccc2)nc(SCc2c(Cl)cccc2Cl)[nH]1,15.7,0.2,0.0,1.4,2.6,-24.9,-1.1,-1.1,2.0
CNC(=O)NC(=O)CSc1ccc(NC(C)=O)cc1,-2.5,12.0,2.1,-0.5,-0.5,-1.4,-0.7,0.0,-0.8
Cc1ccc(C(=O)N(CC(=O)Nc2sc(C)c(C)c2C(N)=O)C2CCCC2)cc1,-3.9,-4.7,-3.3,3.0,4.1,7.3,6.8,-3.8,3.9
O=C(Cc1ccccc1)N/N=C/c1ccc[nH]1,0.5,-11.1,7.3,-0.5,2.6,-16.1,-0.2,3.4,0.4
O=C(c1ccc(S(=O)(=O)N2CCCCCC2)cc1)N1CCN(c2ccccc2F)CC1,20.7,-0.7,4.1,0.8,1.9,5.7,-0.3,1.5,0.8
O=C(Nc1ccc2c(c1)OCO2)c1cnccn1,0.6,-3.5,-1.3,-1.5,65.6*,8.9,-1.1,1.8,0.5
CC1CCCC(C)N1CCCNC(=O)Cn1ncc2c3ccccc3n(C)c2c1=O (stereo not given),-2.5,3.2,0.5,-0.9,2.5,7.8,-5.7,0.1,3.7
CC(C)CCN1CCN(Cc2cnc(N3CCCC3)s2)CC1CCO (stereo not given),0.8,-4.5,4.0,-0.6,1.4,14.5,-0.2,-4.4,-0.3
O=C(NN1C(=O)C2C3c4ccccc4C(c4ccccc43)C2C1=O)C1CC1 (stereo not given),-0.2,-4.0,-1.6,3.2,-1.8,-4.7,-0.6,1.2,-0.8
CN(C)C(=O)CCC(=O)N1CCCC(N2CCN(c3cccc(C(F)(F)F)c3)CC2)C1 (stereo not given),-0.8,-4.0,-7.1,0.2,-0.3,11.4,-1.8,-3.5,-2.7
C=CCOc1c(Br)cc(CNn2nnnc2N)cc1OC,-4.1,2.6,-0.3,0.3,10.4,7.6,-4.1,3.2,0.0
Cc1ccc(C(C)NC(=O)c2cccnc2)cc1 (stereo not given),-2.8,5.0,-3.8,-3.0,1.1,-3.5,-4.9,8.8,1.8
CCOc1ccc(CN(C)C(=O)c2ccc(S(=O)(=O)N(C)c3ccccc3OC)cc2)cc1,·,-3.8,·,4.8,0.4,-2.1,-2.0,1.9,·
COc1ccccc1NC(=O)Cc1nnc(SCC(=O)NC2=NCCS2)n1C,-12.4,-2.3,-1.6,-1.0,3.0,-1.1,0.3,16.3,-2.2
COc1ccc(CCNC(=O)c2c[nH]c3ccc(F)cc3c2=O)cc1OC,3.2,-0.9,1.7,1.8,22.0,1.2,-2.1,-4.1,2.2
COc1ccc(CCNS(=O)(=O)c2ccc3c(c2)NC(=O)CO3)cc1OC,5.6,3.2,5.1,0.9,2.9,1.9,0.9,-0.3,0.3
O=C(NC1CCCCCC1)c1cc(S(=O)(=O)N2CCC3(CC2)OCCO3)ccc1F,-5.8,3.6,1.2,-1.7,-0.3,-8.8,0.7,4.2,0.4
CCOC(=O)CCCc1sc(N)nc1-c1[nH]c(=O)[nH]c1C,-9.9,-8.6,-4.1,3.0,0.1,-17.9,0.6,0.2,-0.5
COc1ccccc1OCCSc1nnnn1C1CCCCC1,3.5,-0.3,0.3,-0.8,22.1,7.4,-2.2,2.2,1.1
O=C(Cn1ccc2ccccc2c1=O)NCC(=O)Nc1ccc(F)cc1F,-16.9,2.7,-0.6,-3.7,0.8,1.2,5.2,-8.0,0.3
CC(C)CN(C(=O)c1ccc2c(c1)OCO2)C1CCS(=O)(=O)C1 (stereo not given),-2.8,4.3,7.2,1.2,-1.3,1.9,-3.2,-5.8,-1.9
O=C(NCCN1CCCC(O)C1)c1cc(COc2ccc(F)cc2Cl)on1 (stereo not given),-3.1,3.2,1.2,-1.4,0.3,1.5,-1.4,10.5,-1.5
COC(=O)c1nn(-c2ccc(C)cc2)ccc1=O,-3.0,13.4,-3.1,-3.4,1.1,-2.1,-0.4,3.8,-2.2
CCOC(=O)CC(NC(=O)Cn1nnc(-c2ccccc2F)n1)c1ccc(OC)cc1 (stereo not given),-4.2,3.2,-3.1,-0.7,2.6,5.1,-2.8,-2.6,-4.5
CCNc1nc(Oc2ccc(=O)[nH]n2)nc(N2CCOCC2)n1,-3.3,-8.8,-3.4,-1.7,-0.3,12.6,-4.0,-6.0,-0.8
O=C1c2ccccc2N(Cc2ccc(Cl)cc2)C2=NCCN12,3.1,4.6,-0.4,0.2,-2.1,12.2,1.9,0.5,-0.8
COc1ccc(OC)c(C(=O)NC(CC(N)=O)c2ccc(NCCN3CCCC3)c([N+](=O)[O-])c2)c1 (stereo not given),-12.0,1.0,0.8,1.3,-2.2,-1.9,-3.2,-4.4,-3.5
CCOC(=O)c1ccc(NC(=O)CC2NCCNC2=O)cc1 (stereo not given),-3.0,5.6,2.7,-1.1,2.6,2.2,2.6,-7.5,-1.0
COc1ccc(NC(=O)c2cc(-c3ccccc3Cl)on2)cc1,4.9,-1.9,-2.2,1.2,55.7*,-10.4,7.0,-10.4,1.4
Cc1[nH]c2ccccc2c1/C=N/Nc1ccc(F)cc1F,-13.2,0.4,1.4,1.3,78.4*,-0.5,-5.5,·,13.4
COc1ccc(S(=O)(=O)N2CCN(C(=O)C3CCCCC3)CC2)cc1,-0.2,6.4,-0.3,-0.9,-2.0,5.5,-1.4,10.6,-2.6
Nc1nc(Nc2ccccc2Br)nc(C(F)(F)F)n1,2.4,-2.6,2.6,-0.5,17.1,6.7,-2.9,0.3,0.1
CC(=O)N1CCN(Cc2nc3cc(NC(=O)c4ccc(F)cc4)ccc3n2C)CC1,2.6,-1.4,2.9,0.4,0.4,6.3,-2.2,2.2,1.4
CC(C)CCSc1nc2c(c(=O)[nH]c(=O)n2C)n1CCc1ccccc1,3.5,-0.3,-0.8,3.1,6.0,-0.7,0.2,-8.0,-6.8
CC(=O)c1c(N2CCN(C)CC2)[nH]c(-c2ccccc2)nc1=S,-3.9,-2.5,-0.6,2.9,1.8,-6.0,0.8,0.8,-2.4
CSc1ccc(Cl)c(C(=O)NNC(=O)c2cccs2)c1,·,1.0,·,·,0.8,7.4,·,4.4,·
COc1ccc(OCCCC(=O)NNC(=O)c2ccncc2)cc1,3.5,-6.9,1.2,-1.6,-0.5,3.7,-2.5,5.2,-0.7
COc1ccsc1C(=O)Nc1ccc(F)cc1F,-0.8,-4.3,-2.6,3.8,6.8,-3.4,-2.7,2.9,-5.4
O=C(O)CCCCCNS(=O)(=O)/C=C/c1ccccc1,2.4,-7.1,-0.8,-1.2,0.1,0.7,-1.4,4.1,0.6
CCN(CC)S(=O)(=O)c1cc([N+](=O)[O-])ccc1N=Nc1c(O)n(C)c2ccccc12,-9.3,-4.7,2.9,2.3,4.3,8.8,1.7,1.2,-0.7
CN1CCN(C(=O)c2ccccc2NC(=O)c2sc3ccccc3c2Cl)CC1,2.5,-0.4,-1.4,0.2,7.8,-1.5,-4.9,5.9,3.4
O=C(O)CC/C(=N/Nc1ccc([N+](=O)[O-])cc1)C(=O)O,-0.7,-0.9,1.8,-2.2,6.6,-18.2,2.3,-2.0,6.7
CC(NC(=O)[C@H](C)N1C(=O)N2CCc3c([nH]c4ccccc34)[C@@]2(C)C1=O)c1ccccc1 (stereo not given in full),-1.7,3.0,-0.8,4.1,3.8,-1.3,3.5,2.0,0.4
Cc1ccc(NC(=O)CCSc2nnnn2-c2ccc3c(c2)OCO3)cc1C,10.3,-1.1,-2.1,3.9,5.8,-1.4,4.5,-3.7,-3.0
COc1cccc(CN2CC(O)=C(c3nc(-c4ccc(Cl)cc4)cs3)C2=N)c1,14.3,7.6,2.8,-1.2,9.5,16.8,0.1,-7.6,5.9
O=C1Nc2cc(C(=O)N3CCN(c4ccccc4F)CC3)ccc2NC1CSCc1ccccc1F (stereo not given),35.9,-2.9,-1.5,1.3,1.1,-11.1,18.5*,·,134.4*
CCCCCC(=O)Nc1ccc(Cl)cn1,7.3,10.3,-1.7,2.7,-3.0,-7.1,3.1,9.2,1.9
Cc1oc(-c2ccc(Cl)cc2)nc1CN1CCCC(C(=O)N2CCN(C(=O)c3ccco3)CC2)C1 (stereo not given),-2.1,-3.0,2.9,0.3,-2.7,3.0,2.5,9.1,-3.5

# Three consecutive compounds already listed:
SMILES,HCV core dimer,procasp3 activ,Fh CTSL1 inh,PP5 primary,AHR act,procasp7 counter,PP1 inh,PAFAH2 inh,TPT1 inhibitor
O=C1Nc2cc(C(=O)N3CCN(c4ccccc4F)CC3)ccc2NC1CSCc1ccccc1F (stereo not given),35.9,-2.9,-1.5,1.3,1.1,-11.1,18.5*,·,134.4*
CCCCCC(=O)Nc1ccc(Cl)cn1,7.3,10.3,-1.7,2.7,-3.0,-7.1,3.1,9.2,1.9
Cc1oc(-c2ccc(Cl)cc2)nc1CN1CCCC(C(=O)N2CCN(C(=O)c3ccco3)CC2)C1 (stereo not given),-2.1,-3.0,2.9,0.3,-2.7,3.0,2.5,9.1,-3.5
